Source: PubChem BioAssay (National Center for Advancing Translational Sciences (NCATS))
HP1b binding inh – HTS for Inhibitors of HP1-beta Chromodomain Interactions with Methylated Histone Tails; Chromobox protein homolog 1 (Homo sapiens), P83916; AlphaScreen HP1-beta / biotin-H3K9me3 peptide binding; Potency, µM (highest dose often 114 µM), without a hit: top-dose activity change, negative = inhibition, actives largely listed as inhibitors; actives 0.56% (n = 390,000); AID 540317, 2011; note: potency is the fitted concentration of half-maximal effect; nearly all actives have a fitted effect of over 70% in size; inactives centre near 23
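HP1-beta protein (50 nM final) preincubated 30 min at room temperature with biotinylated H3(1-18)K9me3 peptide (50 nM) in PBS pH 7.4, 0.01% Tween-20, then compound added for 30 min. AlphaScreen streptavidin donor/nickel chelate acceptor beads (10 ug/mL final), 30 min dark, luminescence read.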
PI4K2A inh – qHTS for small molecular inhibitors of PI4K2A; purified PI4K2A, ADP-Glo luminescence, 1 h; hits give low values; AID 1346378, 2018; actives 0.13% (n = 420,000); activity change, negative = inhibition, % at 76.9 µM; in the data active = activity change below about -50%; inconclusive = mostly about -30% to -49%;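 note: -100% = wells without enzyme as full effect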
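PI4K2A activity was measured by ADP-Glo luminescence: enzyme (4 ug/mL stock) and phosphatidylinositol (1.2 mM stock) in Tris pH 7.5/MgCl2/EGTA/Triton X-100 buffer were reacted with ATP (300 microM stock) for one hour at ambient temperature.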
JMJD2A Tudor – qHTS Assay for Inhibitors of JMJD2A-Tudor Domain; Lysine-specific demethylase 4A (Homo sapiens), O75164; AlphaScreen JMJD2A-Tudor / H3K4me3 peptide binding; Potency, µM (series often up to 114 µM), for inactives: top-dose activity change, negative = inhibition, actives largely listed as inhibitors; actives 4.4% (n = 390,000); note: potency is the fitted concentration of half-maximal effect; % is set by controls: 0 for no effect and ±100 for the full control effect; nearly all actives have a fitted effect of over 50% in size
G9a block – qHTS Assay for Inhibitors of Histone Lysine Methyltransferase G9a. Histone-lysine N-methyltransferase EHMT2 (Homo sapiens), Q96KQ7. G9a H3K9 monomethylation, AlphaScreen, 2 h. Potency, µM (series often up to 102 µM), for inactives: top-dose activity, negative = inhibition, most hits filed as inhibitors. actives 8.8% (n = 350,000); note: potency is the fitted concentration of half-maximal effect; % is set by controls: 0 for no effect and ±100 for the full control effect; nearly all actives have a fitted effect of over 75% in size
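Enzyme 20 nM + cpd, 15 min RT; add b-H3K9 pep 500 nM / SAM 20 uM; 2 h RT; anti-H3K9me1 Ab 0.5 ug/mL + SA donor / anti-rabbit acceptor beads 20 ug/mL each, 10 min; AlphaScreen read.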
BAZ2B inh – qHTS Assay for Inhibitors of BAZ2B | Bromodomain adjacent to zinc finger domain protein 2B (Homo sapiens), Q9UIF8 | AlphaScreen BAZ2B-H3K14Ac peptide displacement | Potency, µM (top dose mostly 114 µM), for the others: at the highest dose activity change, negative = inhibition, actives largely listed as inhibitors | actives 4.4% (n = 360,000) | AID 504333, 2011; note: potency is the fitted concentration of half-maximal effect; % is set by controls: 0 for no effect and ±100 for the full control effect; nearly all actives have a fitted effect of over 60% in size
Target sequence (Q9UIF8 whole entry, looked up, the tested form may be a part): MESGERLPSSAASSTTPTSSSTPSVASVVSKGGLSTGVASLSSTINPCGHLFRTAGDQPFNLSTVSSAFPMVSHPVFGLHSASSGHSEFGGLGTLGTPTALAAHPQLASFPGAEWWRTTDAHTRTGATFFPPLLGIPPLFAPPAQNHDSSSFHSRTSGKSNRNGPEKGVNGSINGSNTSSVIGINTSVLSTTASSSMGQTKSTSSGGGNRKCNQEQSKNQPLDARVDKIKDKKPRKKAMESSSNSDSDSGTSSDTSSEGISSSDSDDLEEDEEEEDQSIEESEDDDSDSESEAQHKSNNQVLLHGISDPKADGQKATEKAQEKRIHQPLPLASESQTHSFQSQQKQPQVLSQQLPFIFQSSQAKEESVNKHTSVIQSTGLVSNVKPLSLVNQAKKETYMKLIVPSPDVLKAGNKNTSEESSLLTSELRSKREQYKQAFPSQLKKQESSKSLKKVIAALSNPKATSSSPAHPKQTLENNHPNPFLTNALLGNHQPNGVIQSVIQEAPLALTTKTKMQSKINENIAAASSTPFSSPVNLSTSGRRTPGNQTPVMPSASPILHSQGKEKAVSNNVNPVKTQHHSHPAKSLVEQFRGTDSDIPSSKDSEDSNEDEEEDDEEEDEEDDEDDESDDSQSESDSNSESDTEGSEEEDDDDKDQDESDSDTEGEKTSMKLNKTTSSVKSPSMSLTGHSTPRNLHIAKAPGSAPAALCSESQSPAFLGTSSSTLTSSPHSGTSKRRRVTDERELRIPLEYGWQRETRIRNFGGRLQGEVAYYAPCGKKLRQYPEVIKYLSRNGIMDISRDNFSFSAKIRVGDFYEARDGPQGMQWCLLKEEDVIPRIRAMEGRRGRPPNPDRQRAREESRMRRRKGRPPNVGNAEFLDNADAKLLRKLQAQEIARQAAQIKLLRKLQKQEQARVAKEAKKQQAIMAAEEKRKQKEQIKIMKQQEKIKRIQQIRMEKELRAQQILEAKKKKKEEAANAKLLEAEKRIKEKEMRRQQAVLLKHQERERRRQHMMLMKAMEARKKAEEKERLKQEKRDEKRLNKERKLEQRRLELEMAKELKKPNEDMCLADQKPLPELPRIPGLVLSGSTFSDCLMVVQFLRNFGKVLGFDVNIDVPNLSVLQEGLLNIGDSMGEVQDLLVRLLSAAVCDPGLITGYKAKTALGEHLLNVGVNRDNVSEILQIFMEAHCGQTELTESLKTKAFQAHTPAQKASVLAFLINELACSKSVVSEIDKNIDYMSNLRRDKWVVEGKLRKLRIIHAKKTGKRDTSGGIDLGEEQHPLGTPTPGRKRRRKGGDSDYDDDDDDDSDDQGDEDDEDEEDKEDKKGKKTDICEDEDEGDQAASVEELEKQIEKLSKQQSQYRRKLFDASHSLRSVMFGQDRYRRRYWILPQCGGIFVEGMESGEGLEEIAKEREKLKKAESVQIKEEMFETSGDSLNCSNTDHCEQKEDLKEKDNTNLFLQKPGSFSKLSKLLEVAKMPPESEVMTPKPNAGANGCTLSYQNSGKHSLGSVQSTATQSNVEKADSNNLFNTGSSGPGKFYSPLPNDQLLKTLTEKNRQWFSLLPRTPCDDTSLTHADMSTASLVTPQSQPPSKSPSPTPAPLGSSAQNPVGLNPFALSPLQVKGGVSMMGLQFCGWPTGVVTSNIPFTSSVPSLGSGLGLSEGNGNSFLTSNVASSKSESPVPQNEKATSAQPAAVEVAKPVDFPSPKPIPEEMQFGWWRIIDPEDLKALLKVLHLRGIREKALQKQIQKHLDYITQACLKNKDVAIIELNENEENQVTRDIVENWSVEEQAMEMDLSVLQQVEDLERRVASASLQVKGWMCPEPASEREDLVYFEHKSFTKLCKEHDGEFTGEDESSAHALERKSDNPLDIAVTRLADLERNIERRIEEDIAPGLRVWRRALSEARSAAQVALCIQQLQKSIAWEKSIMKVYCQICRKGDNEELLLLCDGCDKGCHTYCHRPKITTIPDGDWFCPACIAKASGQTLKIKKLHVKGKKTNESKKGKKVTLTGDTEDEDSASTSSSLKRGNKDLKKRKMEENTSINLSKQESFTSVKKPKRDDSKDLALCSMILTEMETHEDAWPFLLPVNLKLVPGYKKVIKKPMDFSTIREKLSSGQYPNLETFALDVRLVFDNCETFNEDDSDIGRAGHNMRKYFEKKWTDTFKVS
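BAZ2B (50 nM) with biotin-H3(5-23)K14Ac peptide (50 nM) in PBS pH 7.4, 0.01% Tween-20, preformed 30 min, then compound 30 min at room temperature; top concentration 110uM. AlphaScreen streptavidin donor/nickel chelate acceptor beads (10 ug/mL final), 20 min dark, signal read.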
Tb PGK inh – qHTS Assay to Find Inhibitors of Phosphoglycerate Kinase | Potency, µM (highest dose often 57.5 µM), for inactives: top-dose activity change, negative = inhibition, hits mostly inhibitors | Phosphoglycerate kinase, glycosomal (Trypanosoma brucei brucei), P07378 | actives 0.043% (n = 380,000) | PGK/GAPDH coupled, Kinase-Glo luminescence, 60 min; note: potency is the fitted concentration of half-maximal effect; % is set by controls: 0 for no effect and ±100 for the full control effect; nearly all actives have a fitted effect of over 60% in size
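Recombinant glycosomal PGK reaction used 1,3-bisphosphoglycerate generated in-well by GAPDH (100nM final) in 100mM TEA pH 7.6, 5mM MgCl2, 0.01% Tween-20. After 60 minutes at room temperature, ATP was read by Kinase-Glo Plus luminescence end-point.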
GLS inhibitor – qHTS for Inhibitors of Glutaminase (GLS). Potency, µM (titrated, usually from 45.5 µM), without a hit: at the highest dose activity change, negative = inhibition, usual class: inhibitors. AID 624170, 2012. actives 0.21% (n = 410,000). GLS enzymatic activity, qHTS titration. Glutaminase kidney isoform, mitochondrial (Homo sapiens), O94925; note: potency is the fitted concentration of half-maximal effect; % is set by controls: 0 for no effect and ±100 for the full control effect
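hKGA in 45 mM KH2PO4 (pH 8.2), 0.02% Tween-20 with compound, then 1mM L-Glutamine (stock as added) plus glutamate oxidase/HRP/Amplex red coupling mix. Fluorescence read initially and after 30 min at RT; signal change reflects glutamate formation.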
Pin1 inh – qHTS Assay to Find Inhibitors of Pin1 | actives 0.009% (n = 390,000) | Potency, µM (titrated, usually from 115 µM), without a hit: top-dose activity, negative = inhibition, hits mostly inhibitors | Pin1 FP peptide displacement, HiFluor488, 10 min | AID 504891, 2011 | Peptidyl-prolyl cis-trans isomerase NIMA-interacting 1 (Homo sapiens), Q13526; active = well fitted inhibition curve with a large enough effect in the polarisation, with a control signal flat, not every such curve was filed as active; inconclusive = small, poorly fitted or top-dose-only effect, or effect the other way, or a change in a side signal; inactive = no such curve, though single readings can be large or run the other way; the % refers to the polarisation; note: potency is the fitted concentration of half-maximal effect; % is set by controls: 0 for no effect and ±100 for the full control effect
Pol eta inh – qHTS for Inhibitors of Polymerase Eta; DNA polymerase eta (Homo sapiens), Q9Y253; recombinant Pol eta, fluorescent DNA replication assay; Potency, µM (series often up to 114 µM), without a hit: top-dose activity change, negative = inhibition, most hits filed as inhibitors; actives 1.2% (n = 390,000); AID 588591, 2011; note: potency is the fitted concentration of half-maximal effect; % is set by controls: 0 for no effect and ±100 for the full control effect
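Fluorescent replication assay: 50 nM final substrate added after a 15 min room-temperature compound preincubation with 10 nM enzyme. Signal taken at 0 min and again at 10 min.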
An asterisk follows results filed as active; i = inactive; ? = inconclusive; . = no result given; [ ] = remark or other dose. Unless noted, calls come from the whole dose curve; as a rule, active = well fitted curve in the direction sought with a large enough effect; inconclusive = small, poorly fitted or top-dose-only effect, or another doubt; inactive = no such curve, though single readings can be large; an effect the other way counts as inactive or inconclusive.

SMILES	HP1b binding inh	PI4K2A inh	JMJD2A Tudor	G9a block	BAZ2B inh	Tb PGK inh	GLS inhibitor	Pin1 inh	Pol eta inh
CCCN(Cc1cc2ccc(C)cc2[nH]c1=O)C(=O)c1cccnc1	23%	3	-31%	-9%[12.7 µM]	7%	-6%	-3%	0%	8%
CC1(C)Cc2c(cnn2-c2ccc(F)cc2)C(NC(=O)CCc2ccncc2)C1 (centres undefined)	30%	0	-9%	12%[12.7 µM]	7%	1%	-4%	1%	-8%
COc1cccc(C2=CC(c3ccccc3F)n3ncc(C(=O)Nc4ccc(F)cc4)c3N2)c1 (centres undefined)	-10%	-1	?	?	-25%[57.1 µM]	4%	15%	?	-10%
Nc1c(C(=O)C2CC2)sc2nc(-c3cccs3)cc(C(F)(F)F)c12	77%[activator]	4	13%	?	9%	-9%	1%	?	-8%
COc1ccc(OCc2nc3ccccc3n2C(C)C)cc1	25%	2	-17%	-6%	-13%	4%	-11%	1%	-3%
O=C(Cn1cnc2c(cnn2-c2ccccc2)c1=O)c1ccc(Cl)cc1	26%	-4	-18%	-2%[59 µM]	-6%	-2%	-10%	-4%	-4%
CCOC(=O)c1c(NC(=O)c2noc3c2CC(C(C)(C)C)CC3)sc2c1CCCC2 (centres undefined)	?	5	79µM*	2µM*	-2%	-10%	-14%	-23%	-9%
Cn1c(-c2ccccc2)cnc1SCC(=O)NCc1ccco1	-6%	-3	-26%	-7%[12.7 µM]	?	-7%	1%	8%	-5%
Cc1cc(C)n(-c2ccc(NC(=O)C3CCCCN3Cc3cccc4c3OCO4)cc2)n1 (centres undefined)	19%	-4	-25%	-13%	-29%	2%	-1%	3%	-29%
C#CCNC(=O)C1=C[C@@H](c2ccc(Br)cc2)C[C@@H](OCCCCO)O1	25%	3	-18%	?	?	-9%	-10%	11%	0%
O=C1CCCC1C(=O)Nc1ccc2ccccc2c1 (centres undefined)	10%	6	-10%	?	-20%	i	-4%	-4%	-6%
COc1cccc(N2CCN(S(=O)(=O)c3ccc4c(c3)NC(=O)C(C)C(=O)N4)CC2)c1 (centres undefined)	13%	7	-16%	?	11%	-2%	0%	-2%	-18%
CCOC(=O)c1ccc(NC(=S)N2CCN(CCNC3=CC(=O)CC(C)(C)C3)CC2)cc1	25%	1	-14%	?	.	-1%	15%	-6%	1%
O=C(Cc1cccs1)NCc1cccc(Br)c1	21%	-3	7%	-6%	12%	-3%	0%	8%	5%
CC(C)CCNC(=O)Nc1ccc2c(c1)N(C)C(=O)c1ccccc1S2	55%[activator]	6	-16%	-31%[59 µM]	?	-9%	-2%	2%	-13%
COc1ccc(S(=O)(=O)NCC2CCC(C(=O)NCCCN3CCCC3=O)CC2)cc1 (centres undefined)	55%[activator]	-1	-20%	22%	-12%	-9%	-17%	2%	4%
CCCOC(=O)C1=C(C)OC23OC(N)=C(C#N)C12C(=O)c1ccccc13 (centres undefined)	11%	-3	-19%	-1%[59 µM]	8%	4%	22%	-1%	-5%
COc1ccc(NC(=O)C2CCN(S(=O)(=O)c3cccc4cccnc34)CC2)cc1	47%[activator]	5	-30%	?	-15%	i	1%	-6%	0%
COc1ccc(CNC(=O)N2CCN(S(=O)(=O)c3ccccc3F)CC2)cc1	-3%	1	-20%	0%	1%	-5%	3%	-3%	-3%
CC(C)(C)c1ccc(C(=O)Nc2sc3c(c2C(=O)O)CCC3)cc1	11%	-5	-26%	.	?	-8%	-5%	-4%	-16%
Cc1nc2ccc(NC3=NCCCCC3)cc2s1	?	-2	3.5µM*	5.6µM*	?	10%	3%	6%	?
O=C(CCN1C(=O)/C(=C/c2ccccc2Cl)SC1=S)NC1C=CS(=O)(=O)C1 (centres undefined)	38%	-10	-4%	.	?	1%	1%	29%	-14%
CC1(C(=O)O)Oc2cccnc2NC1=O (centres undefined)	-4%	2	-17%	-27%	?	1%	4%	-6%	-17%
Cc1ccc2cc(C=O)c(Cl)nc2c1	82%[activator]	-1	-25%	-8%[59 µM]	-3%	-2%	6%	-1%	-10%
Oc1ccc(CN2CCCCC2)nc1-c1ccccc1	41%[activator]	1	-7%	0%[59 µM]	-2%	-9%	68%[activator]	-1%	-11%
SMILES	HP1b binding inh	PI4K2A inh	JMJD2A Tudor	G9a block	BAZ2B inh	Tb PGK inh	GLS inhibitor	Pin1 inh	Pol eta inh
CCOC(=O)C1(Cc2ccc(Cl)cc2)CCN(CCCn2cccn2)CC1	17%	-10	-13%	.	-4%	-2%	14%	-6%	-19%
Cc1ccc(C2SCC(=O)N2Cc2cn3ccsc3n2)o1 (centres undefined)	38%	-4	-8%	?	11%	-7%	-3%	-11%	-10%
O=C(c1ccc(F)c(S(=O)(=O)N2CCOCC2)c1)N(CCc1ccccc1)Cc1ccccc1	10%	2	-20%	-5%	10%	17%	19%	-12%	-8%
COc1ccc(Cl)cc1NC(=O)CN(C(=O)c1ccco1)C1CCCCC1	20%	-6	-13%	-5%[59 µM]	.	-9%	12%	0%	-1%
c1cc2cn[nH]c2cc1NC1CCCCCC1	-3%	-3	?	4.5µM*	?	-6%	-23%	-2%	5%
CCOC1C(=O)NC(=O)N1Cc1ccccc1 (centres undefined)	25%	4	-20%	.	7%	i	-1%	-3%	-2%
Cc1ccc(NC(=O)CSc2nnc3c(n2)[nH]c2ccccc23)cc1	19%	-8	-8%	20%	-1%	9%	-5%	0%	-17%
COc1ccc(C(=O)CN2CCN(S(=O)(=O)c3cccc([N+](=O)[O-])c3)CC2)cc1	15%	2	-7%	?	-4%	1%	7%	-5%	-21%
COc1ccccc1Cc1nc(-c2cccnc2)no1	8%	-1	-15%	23%	25%	-6%	0%	-1%	2%
CC(C)(C)NC(=O)CON=C1c2ccccc2-c2ccccc21	.	6	98%[activator]	14%[59 µM]	50%[activator]	-8%	-3%	-6%	-26%
Cc1ccc(C(=O)Nc2cc(=O)n(C)c(=O)n2C)cc1C	40%[activator]	2	-18%	18%	11%	0%	0%	0%	-19%
COc1ccccc1CC1S/C(=N/N=C/c2ccco2)NC1=O (centres undefined)	26%	0	-6%	1%	-15%	0%	1%	2%	-11%
O=C(CSc1nnc2c(Cl)cc(Cl)cn12)N1CCOCC1	51%[activator]	1	-15%	-47%[59 µM]	-31%	-6%	0%	1%	-4%
Cc1ccc(NC(=S)c2ccncc2)cc1	-5%[57 µM]	7	-25%	4%[59 µM]	?	-5%	5%	3%	-16%
CSc1nc2sc3c(c2c(=S)[nH]1)CC(C)(C)OC3	-17%[57 µM]	5	-34%	?	-11%	-14%	2%	49%[activator]	-9%
Cc1cc(C)nc(NS(=O)(=O)c2ccc(NC(=O)NC3CCCCC3)cc2)n1	17%	-2	-23%	21%[12.7 µM]	4%	-6%	-2%	3%	-1%
Cc1ccc(C2/C(=C(\O)c3c(C)nc4ccccn34)C(=O)C(=O)N2CCN(C)C)o1 (centres undefined)	26%	-8	-28%	.	-9%	-9%	4%	-3%	-13%
COc1ccc(NC(=O)c2ccco2)cc1NC(=O)c1ccc(OC(C)C)cc1	17%	0	-32%	-48%[59 µM]	?	i	10%	6%	-23%
Cc1cc(N)n(-c2nc(-c3cccnc3)nc3ccccc23)n1	25%	0	-27%	10%	-37%	-4%	8%	2%	-3%
CCCCSc1nc2ccccc2[nH]1	44%[activator]	0	1%	16%	-1%	-4%	-5%	-17%	-4%
Cc1ccc(Oc2nnc(-c3ccccc3)cc2C#N)cc1	14%	-2	-9%	76%[activator][59 µM]	-34%[57.1 µM]	-1%	4%	1%	?
COc1ccc(C2NC(=S)NC(C)=C2C(=O)Nc2ccccn2)cc1 (centres undefined)	44%[activator]	-3	0%	-31%	-20%	-4%	-2%	-5%	-6%
N#Cc1cc(NCC2CCCO2)c([N+](=O)[O-])cc1C#N (centres undefined)	-4%	4	-21%	1%[59 µM]	-1%	0%	9%	-3%	?
Cc1ccc(S(=O)(=O)c2cn(CC(=O)Nc3ccccc3)c3ccc(F)cc3c2=O)cc1	18%	0	-14%	19%	8%	-1%	0%	4%	-4%
CCCCCCc1cc2cc(-c3nnc(-c4ccccc4O)o3)c(=O)oc2cc1O	30%	0	-6%	62%[activator][59 µM]	21%	i	-4%	?	1.8µM*
COc1ccccc1C(=O)NNC(=S)Nc1ccccc1	28%	0	-7%	28µM*	5%	-5%	-2%	-1%	-15%
COc1cc(C)ccc1NC(=O)Cc1csc(NC(=O)Nc2ccccc2OC)n1	7%	-5	-31%	13µM*	?	-3%	-7%	12%	?
Cc1cccc(N2CCN(C(=O)C3CCCN(C(=O)c4cc5sccc5n4C)C3)CC2)c1C (centres undefined)	-3%	0	?	?	?	-4%	-11%	32%[activator]	-22%
Cc1ccc(-c2csc3nc(C(C)C)oc(=O)c23)c(C)c1	40%[activator]	-2	-10%	26%	-25%	i	-6%	17%	-1%

A portion of the library, so the mix of outcomes need not match the whole.
